ERK EGF block – blocks ERK signaling stimulated by EGF; actives 0.41% (n = 130,000); Potency, µM (series often up to 11.5 µM), for inactives: at the top dose activity change, negative = inhibition, most hits filed as inhibitors; HEK293-V1b, EGF-stimulated phospho-ERK AlphaScreen; active means well fitted inhibition curve with a large enough effect; inconclusive means small, poorly fitted or top-dose-only effect, or effect the other way;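 further: plate controls were stimulated vehicle wells for no effect and unstimulated vehicle basal for full effect; nearly all actives have a fitted effect of over 55% in size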
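Stably V1b-transfected HEK293 cells; 30 min compound, then EGF 25 nM final for 5 min at 37C; 10 min lysis; phospho-ERK by AlphaScreen after 5 hr beads at room temperature.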
* = called active by the depositor; u = inconclusive; [ ] = another dose, or the depositor's remark. Potency means the concentration at half of the fitted maximal effect. An excerpt. The share of hits here may be higher or lower than overall.

ERK EGF block | SMILES
5%[57.5 µM] | Cc1cc2c(NC(=O)Nc3ccc(C(C)(C)C)cc3)cccc2nn1
1% | COc1ccc(N2C(=S)NC(C)(C)CC2(C)c2ccc(OC(C)=O)cc2OC(C)=O)cc1 (centres undefined)
-3% | COc1ccccc1NC(=S)N1CCN(Cc2ccc3c(c2)OCO3)CC1
15% | CCCCCn1cnc2sc(CC)cc2c1=O
-7%[57.5 µM] | CCCCN1C(=S)NC[C@@H]1C(C)CC (some centres undefined)
-3% | CCOC(=O)C1(CCCc2ccccc2)CCN(C(=O)c2cc(C)nc(C)n2)CC1
u | O=C1C(Cl)=C(N2CCCCC2)C(=O)N1Cc1ccccc1
-2%[57.5 µM] | CCN(CC)c1nc2ccccc2[nH]c1=O
8% | CCOc1ccccc1NC(=O)CSc1ccc([N+](=O)[O-])cc1
-4% | CCCc1nn(C)c(C(=O)Nc2ccccc2)c1Cl
-10% | CC(C(=O)Nc1ccc(O)cc1)c1cccc(C(=O)c2ccccc2)c1 (centres undefined)
9% | Cc1cc(O)c2c(c1O)C(=O)c1c(O)cc(C)c(O)c1C2=O
-4% | CCOC(=O)/C(C#N)=C\c1ccc(O)c(OC)c1
1% | S=C(Nc1ccc(Br)cc1)NC1CCCC1
14% | CC(C)Cn1c(N2CCN(CC(=O)Nc3ccc(Cl)cc3)CC2)nc2ccccc21
-10%[57.5 µM] | CCOc1ccc2c(c1)S/C(=C\c1cccs1)C(=O)N2
-12% | C#C[C@]1(O)CCC2C3CCC4=Cc5oncc5C[C@@]4(C)C3CC[C@@]21C (some centres undefined)
-5% | CC1(C)CC(=O)C(C=NCCN2CCN(CC(=O)Nc3ccc(Cl)cc3)CC2)=C(O)C1
5% | CC(C)=CCC/C(C)=C/CO
2% | Cc1cc(C)nc(N(C#N)S(=O)(=O)c2ccccc2Cl)n1
u | O=[N+]([O-])c1ccc(/C=N/Nc2ccc3ccccc3c2)o1
6% | CC(=O)N/C(=C\c1ccccc1)C(=O)OCC(=O)NC(C)C12CC3CC(CC(C3)C1)C2 (centres undefined)
1% | CCCCCCCCCCCCC/C=C\[C@@H](O)[C@@H](N)CO
-1% | CC(=O)Nc1ccc(S(=O)(=O)NCC2CCC(C(=O)NC(C)c3ccccc3)CC2)cc1 (centres undefined)
5% | O=[N+]([O-])c1cc(CN2CCC(O)CC2)ccc1Cl
3% | Cc1nnc(SC(C(=O)Nc2cc(Cl)cc(Cl)c2)c2ccccc2)[nH]c1=O (centres undefined)
-1% | COc1cccc(/C=C2/NC(=O)NC2=O)c1OCC(=O)Nc1ccccc1
1%[57.5 µM] | Cc1cc(C)c2cc(C(=O)N3CCC(C(=O)c4ccc(F)cc4)CC3)[nH]c2c1
0% | CCOC(=O)N1CCC(N(CCN(C)C)C(=S)Nc2ccccc2OCC)CC1
6% | Cc1cccc(COCC(Cc2ccccc2)N2CCN(C(=O)c3ccc(Cl)c(Cl)c3)CCC2=O)c1 (centres undefined)

Next section
ERK EGF block | SMILES
6% | O=C1CC(N2CCN(S(=O)(=O)c3ccc(Cl)cc3)CC2)C(=O)N1CCc1ccccc1 (centres undefined)
-11%[57.5 µM] | COC(CSc1ncnc2c1oc1nc3c(cc12)COC(C)(C)C3)OC
-1% | O=C(CSc1nnc(-c2cccc(F)c2)o1)Nc1nncs1
2% | COc1cccc(NC(=O)COC(=O)c2nc(Cl)ccc2Cl)c1
-7%[57.5 µM] | CCO[C@@H]1OC(C(=O)N2CCN(Cc3ccccc3)CC2)=C[C@H](c2csc3ccccc23)[C@H]1CCCO
-7%[57.5 µM] | Cc1nc(SCc2ccccc2)c2oc3ccccc3c2n1
-4% | S=C(NCC1CCCO1)Nc1ccc(Cl)c(Cl)c1 (centres undefined)
2% | CC(=O)OCC(=O)Nc1ccccc1C
-12%[57.5 µM] | c1ccc2c(c1)cnc1ccccc12
1%[57.5 µM] | Cc1ccc(Cl)cc1NC(=S)NN
5% | CCOC(=O)c1sc(NC(=O)CCN2CCCCCC2)c(C(=O)OCC)c1C
4% | COc1ccc(C(C(=O)NC2CCCC2)N(C(=O)c2ccoc2C)c2ccc(C)c(C)c2)cc1 (centres undefined)
1%[57.5 µM] | O=S(=O)(c1cnc(Cl)c(Br)c1)N1CCN(c2ncccn2)CC1
1%[57.5 µM] | COc1ccc(-n2nc(C)c3sc(C)nc3c2=O)cc1
3% | O=C(NCc1ccccc1)C(c1ccco1)N(C(=O)c1ccccn1)c1ccc(F)cc1 (centres undefined)
1% | O=C1OC(CO)C(O)C(O)C1O (centres undefined)
-14%[57.5 µM] | O=C(c1ccc2c3n(nc2c1)-c1ccccc1CO3)N1CCOCC1
-14%[57.5 µM] | C[C@@H](Oc1ccccc1)c1nnn(Cc2ccccc2)c1-c1c([C@@H](C)Oc2ccccc2)nnn1Cc1ccccc1
4% | CCN1CCN(C(=O)/C=C/c2c(F)cccc2Cl)CC1
5% | CCOc1ccc(NC(=O)CSc2nnc(Cn3c(=O)sc4ccccc43)n2C)cc1
1% | Cc1ccc(-c2c(C(=O)NNC(=S)NCC3CCCO3)csc2C)cc1 (centres undefined)
-2% | Clc1ccc(OCc2nc(-c3ccccn3)no2)c(Br)c1
4% | CC(Cl)C(=O)c1ccc2c(c1)CCN2C(=O)C1CC1 (centres undefined)
-3% | Cc1nc(C)c(C(=O)Nc2cccc(C)c2C)o1
-15% | Cc1c(Cl)c([N+](=O)[O-])nn1Cc1ccc(C(=O)Nc2ccc(Cl)cn2)o1
4% | O=C(NCc1ccc(F)cc1)C(c1ccccc1)N(CC1CCCO1)C(=O)Cn1nnc2ccccc21 (centres undefined)
10% | CCc1cccc(CC)c1NC(=O)c1ccccc1
2% | Cc1ccc(SCc2nnc(N)s2)cc1
-4% | Cc1cccc2[nH]c(SCC(=O)N3CCOCC3)nc12
2% | CC(=O)c1ccccc1NC(=O)COC(=O)c1ccccc1NC(=O)c1ccccc1

Reformatted: results already given.
Molecule | ERK EGF block
Cc1nnc(SC(C(=O)Nc2cc(Cl)cc(Cl)c2)c2ccccc2)[nH]c1=O (centres undefined) | 3%
COc1cccc(/C=C2/NC(=O)NC2=O)c1OCC(=O)Nc1ccccc1 | -1%
Cc1cc(C)c2cc(C(=O)N3CCC(C(=O)c4ccc(F)cc4)CC3)[nH]c2c1 | 1%[57.5 µM]
CCOC(=O)N1CCC(N(CCN(C)C)C(=S)Nc2ccccc2OCC)CC1 | 0%

Single entries from above:
ERK EGF block result of c1ccc2c(c1)cnc1ccccc12 reads -12%[57.5 µM]
ERK EGF block result of O=S(=O)(c1cnc(Cl)c(Br)c1)N1CCN(c2ncccn2)CC1 reads 1%[57.5 µM]
ERK EGF block result of CC(Cl)C(=O)c1ccc2c(c1)CCN2C(=O)C1CC1 (centres undefined) reads 4%

Continuation:
ERK EGF block | SMILES
-7% | COc1ccc(C2C(CC(=O)O)=C(Nc3ccccc3)C(=O)N2c2ccccc2)cc1 (centres undefined)
4%[57.5 µM] | Cc1ccc(NC(=O)CSc2nnc(CCC(=O)O)c(=O)[nH]2)cc1
0% | CNS(=O)(=O)c1ccc2c(c1)NC(=O)C1CCCN21 (centres undefined)
-10% | CC(C)(C)c1nnc(N/N=C/c2ccccc2)n(N)c1=O
4% | COc1ccc(NC(=O)COC(=O)CCCN2C(=O)c3ccccc3C2=O)cc1Cl
-12% | COC(C(=O)N/N=C(\C)CC(=O)Nc1ccc(Cl)cc1C)c1ccccc1 (centres undefined)
-1% | Cc1cc(NC(=O)c2ccc(-c3ccccc3F)o2)no1
-8% | CCc1nnc(NC(=O)c2sc3nc4c(cc3c2N)CCCCC4)s1
7% | Cc1nn(-c2ccccc2)c2sc(C(=O)N3CCOCC3)cc12
8%[57.5 µM] | CC[C@@H](C)[C@@H](C(=O)N1CCN(C(=O)OC(C)(C)C)CC1)n1cc(CCC(=O)O)nn1
-2%[57.5 µM] | S=c1[nH]nc(-c2ccc3ccccc3n2)n1-c1ccc2c(c1)OCCO2
-2% | CCOC(=O)C1CCN(C(=O)c2ccc3c(SCC(=O)O)c4c(nc3c2)CCCC4)CC1
3% | CCC(C(=O)OC)(C(=O)OC)c1ccc([N+](=O)[O-])cc1
5% | Cc1ccc(-c2n[nH]c(=S)n2-c2ccccc2)cc1
1% | COc1ccc2c(C)cc(SCC(=O)Nc3ccc(Cl)cn3)nc2c1
7% | CCNc1ccc(C(=O)NN=C2CCCC2)cc1[N+](=O)[O-]
-6% | Cc1[nH]n(-c2ccccc2)c(=O)c1/C=N\NC(=O)C1COc2ccccc2O1 (centres undefined)
-5%[57.5 µM] | Cc1ccc(Oc2ccc(C(F)(F)F)cc2[N+](=O)[O-])c([N+](=O)[O-])n1
-2% | COCCOC(=O)c1c(NC(=O)CN2c3ccccc3CC2C)sc(C(N)=O)c1C (centres undefined)
1% | CCOC(=O)c1ccccc1NC(=O)Cc1sc(-c2cccnc2)nc1-c1ccc(C)cc1
4% | Cc1ccc2oc(=O)cc(/C=C/c3ccccc3)c2c1
-7% | NNC(=O)C(Cc1ccccc1)NC(=O)OCc1ccccc1 (centres undefined)
10% | Cn1cccc1/C=N/NC(=O)c1ccc(OC(F)(F)C(F)F)cc1
u | Cn1c2ccccc2c(=O)c2c(=O)n(-c3ccccc3)c(-c3ccc(C(C)(C)C)cc3)nc21
-2% | Fc1cccc(Nc2cc(-n3cccn3)ncn2)c1
-3% | CC(=O)NC1=NN(C(C)=O)C(C)(c2ccc(C)cc2)S1 (centres undefined)
-14%[57.5 µM] | COc1ccc(CN2CCN(Cc3ccon3)CC2CCO)c(C)c1C (centres undefined)
5% | C=C(C)C1CC=C(C)/C(=N\NC(=O)CCc2ccccc2)C1 (centres undefined)
30% | C=CCN1C(=O)/C(=C/c2ccc(OC(C)=O)c(OCC)c2[N+](=O)[O-])SC1=S
4% | CC1CCCC(C)N1/N=C/c1ccccc1OC(F)F (centres undefined)

6 compounds from above, arranged by molecular weight, lowest first:
ERK EGF block | SMILES
-2% | Fc1cccc(Nc2cc(-n3cccn3)ncn2)c1
4% | Cc1ccc2oc(=O)cc(/C=C/c3ccccc3)c2c1
3% | CCC(C(=O)OC)(C(=O)OC)c1ccc([N+](=O)[O-])cc1
1% | COc1ccc2c(C)cc(SCC(=O)Nc3ccc(Cl)cn3)nc2c1
8%[57.5 µM] | CC[C@@H](C)[C@@H](C(=O)N1CCN(C(=O)OC(C)(C)C)CC1)n1cc(CCC(=O)O)nn1
-2% | CCOC(=O)C1CCN(C(=O)c2ccc3c(SCC(=O)O)c4c(nc3c2)CCCC4)CC1

More structures follow:
ERK EGF block | SMILES
-6% | CCOC(=O)Nc1ccc2c(c1)N(C(=O)N(CC)CC)c1ccccc1CC2
13% | Cc1ccccc1Nc1nnc(SCC(=O)N(C)C2CCS(=O)(=O)C2)s1 (centres undefined)
10%[57.5 µM] | COC(=O)CSc1nc(N2CCOCC2)c2c(c1C#N)CCCC2
0% | CCOc1ccc2ccccc2c1C(=O)Nc1cc(=O)n(C)c(=O)n1C
6% | CC(O)C1C(=O)OC2(C)CC(C)(C)NC(=S)N12 (centres undefined)
-8% | O=S1(=O)CC/C(=N\Nc2ccccc2)c2ccsc21
7% | CCc1ccc(N2C(=O)c3cc(N4CCOCC4)c([N+](=O)[O-])cc3C2=O)cc1
1% | O=C(/C=C/c1cccc([N+](=O)[O-])c1)N1CCN(c2ccccc2F)CC1
-6%[57.5 µM] | O=C(c1ccc(Cl)cc1)N1CCc2c([nH]c3ccccc23)C1C(F)(F)F (centres undefined)
0% | CN(C)S(=O)(=O)c1cccc(NC(=O)COC(=O)c2cn(-c3ccccc3)nc2-c2ccccc2)c1

4 of the entries above in order of the ERK EGF block value, lowest first.
compound,ERK EGF block
O=S1(=O)CC/C(=N\Nc2ccccc2)c2ccsc21,-8%
CCOc1ccc2ccccc2c1C(=O)Nc1cc(=O)n(C)c(=O)n1C,0%
O=C(/C=C/c1cccc([N+](=O)[O-])c1)N1CCN(c2ccccc2F)CC1,1%
Cc1ccccc1Nc1nnc(SCC(=O)N(C)C2CCS(=O)(=O)C2)s1 (centres undefined),13%

Assay outcomes as filed in PubChem BioAssay.
